Bioassay records: PubChem, several laboratories
sEH inhibitor: soluble epoxide hydrolase inhibitors, primary screen, biochemical, human sEH; Bifunctional epoxide hydrolase 2 (Homo sapiens), P34913; inhibition, % at 2 µM; recombinant human sEH enzymatic activity assay; actives 0.34% (n = 91,000); in the data active = inhibition above about 80%; note: values of inactives mirror those of a sister screen read the other way; many of its hits are not listed in these tables
TNFa cytotox: cytotoxicity in TNFa-stimulated HUVEC, primary screen, cytotoxicity control for VCAM1 expression modulator project, imaging, Hoechst nuclei count. actives 0.17% (n = 93,000). cell count reduction, % at 2 µM. HUVEC TNFalpha-stimulated, Hoechst cell count. AID 848, 2007;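 active = cell count reduction exceeding the screen mean by over 5 SD, scaled to untreated wells per plate, cut at about 78% in these data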;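 note: cells counted after 24 h of TNF alpha exposure following the 1 h pretreatment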
Candida biofilm: clotrimazole potentiators killing Candida biofilms, primary screen, with clotrimazole, Alamar Blue. inhibition, % at 6 µM. C. albicans biofilm + clotrimazole. actives 0.14% (n = 85,000). AID 834, 2007;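 active = inhibition above 20%; inactive = inhibition below 20%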;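 note: preformed 24 hr biofilms exposed to compound for 48 hr; 0% = biofilm without compound and 100% = blank killed by clotrimazole plus chlorhexidine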
VCAM1 TNFa inh: inhibitors of TNFa-induced VCAM1 expression, primary screen, imaging, HUVEC, TNFa stimulus, immunofluorescence; actives 0.48% (n = 95,000); inhibition, % at 2 µM; HUVEC TNFa-induced VCAM-1 immunofluorescence, high-content imaging;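 active = inhibition above the batch mean plus 3 SD, with images confirmed as a hit by eye, cut at about 37% in these data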;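 note: 0% = TNF-stimulated DMSO wells and 100% = unstimulated control wells; not every result past the cut was called active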
HUVEC tox IL1B: cytotoxicity in IL-1B stimulated HUVEC, primary screen, cytotoxicity control for IL-1B NFkB translocation project, imaging, Hoechst nuclear count, IL-1B stimulus; cell count reduction, % at 2 µM; actives 0.41% (n = 94,000); HUVEC cell count loss; AID 845, 2007;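 active = cell count reduction more than 3 SD above the screen-wide mean, cut at about 70% in these data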;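 note: normalized per plate to untreated control cells as the no-loss baseline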
ERb SRC1 inh: inhibitors of ERβ-SRC1 coactivator interaction, primary screen, biochemical, TR-FRET, ERβ LBD, SRC-1 peptide; Estrogen receptor beta (Homo sapiens), Q92731; TR-FRET ER-beta LBD / SRC1-Cy5 peptide binding; receptor agonist-loaded with 1 µM estradiol; inhibition, % at 25.6 µM; actives 1.3% (n = 86,000); AID 633, 2007;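 active = compounds whose percent inhibition of the receptor-coactivator binding signal exceeds about 50% in the single-dose screen, limit read from the data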;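 note: 0% = receptor plus peptide wells without compound and 100% = peptide-only wells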
Target sequence (Q92731 whole entry, looked up, the tested form may be a part): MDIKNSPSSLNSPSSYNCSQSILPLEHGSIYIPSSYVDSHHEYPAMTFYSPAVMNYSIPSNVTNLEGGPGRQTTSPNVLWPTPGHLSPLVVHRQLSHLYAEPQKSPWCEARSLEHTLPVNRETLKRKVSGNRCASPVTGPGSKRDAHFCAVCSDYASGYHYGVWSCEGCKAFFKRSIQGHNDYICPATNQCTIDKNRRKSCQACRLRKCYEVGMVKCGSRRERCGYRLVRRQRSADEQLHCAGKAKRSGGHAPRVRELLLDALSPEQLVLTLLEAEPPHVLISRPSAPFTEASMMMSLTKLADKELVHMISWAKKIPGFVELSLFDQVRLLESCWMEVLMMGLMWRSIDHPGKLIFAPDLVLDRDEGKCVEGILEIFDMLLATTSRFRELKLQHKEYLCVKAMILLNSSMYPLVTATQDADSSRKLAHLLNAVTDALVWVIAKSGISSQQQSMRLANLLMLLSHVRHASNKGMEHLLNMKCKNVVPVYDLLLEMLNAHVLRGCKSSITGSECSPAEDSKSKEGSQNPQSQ
Smad3 FoxH1 inh: Smad3/FoxH1 peptide binding inhibitors, primary screen, biochemical, TR-FRET; Mothers against decapentaplegic homolog 3 (Homo sapiens), P84022; TR-FRET Smad3/Dy647-FoxH1 peptide binding, europium anti-His; inhibition, % at 25 µM; actives 0.29% (n = 88,000);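 active = compounds that reduce the energy-transfer binding signal between the protein and its labelled peptide by more than half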;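 note: 0% = Smad3 plus labelled peptide maximal FRET and 100% = peptide-only background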
Target sequence (P84022 whole entry, looked up): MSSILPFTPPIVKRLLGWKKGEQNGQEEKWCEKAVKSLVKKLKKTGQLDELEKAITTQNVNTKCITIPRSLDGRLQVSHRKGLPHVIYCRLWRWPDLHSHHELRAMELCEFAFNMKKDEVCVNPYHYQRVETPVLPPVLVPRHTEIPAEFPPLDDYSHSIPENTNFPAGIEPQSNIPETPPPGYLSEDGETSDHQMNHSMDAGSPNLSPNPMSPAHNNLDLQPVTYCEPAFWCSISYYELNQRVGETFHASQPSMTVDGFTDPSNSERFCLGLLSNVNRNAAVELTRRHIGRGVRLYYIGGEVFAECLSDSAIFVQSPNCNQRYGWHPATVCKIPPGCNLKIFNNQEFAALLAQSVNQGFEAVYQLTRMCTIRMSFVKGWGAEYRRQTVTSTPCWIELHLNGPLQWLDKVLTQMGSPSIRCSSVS
F-actin modifier: modifiers of F-actin cytoskeleton organization, primary screen, imaging, HUVEC, phalloidin staining, high-content imaging | HUVEC TNFa F-actin phalloidin imaging | actives 0.18% (n = 91,000) | AID 836, 2007 | inhibition, % at 2 µM;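 active = inhibition above the batch mean plus 3 SD and confirmed as a hit by visual image inspection, cut at about 30% in these data, passing the limit was not always enough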; note: strong numbers were not always called active
sEH act: soluble epoxide hydrolase activators, primary screen, biochemical, human sEH; activation, % at 2 µM; Bifunctional epoxide hydrolase 2 (Homo sapiens), P34913; AID 717, 2007; purified human sEH enzymatic activity, activator screen; actives 0.04% (n = 91,000); in the data active = activation above about 37%; note: values of inactives mirror those of a sister screen read the other way
* marks the source's active call; other numbers are inactive results; / = not tested or not shown; [ ] = another dose, or the depositor's remark. The list is partial; count on the stated rates, not on these rows.

SMILES	sEH inhibitor	TNFa cytotox	Candida biofilm	VCAM1 TNFa inh	HUVEC tox IL1B	ERb SRC1 inh	Smad3 FoxH1 inh	F-actin modifier	sEH act
CCCC(=O)Nc1nc(C)c(-c2csc(Nc3ccc(Cl)cc3)n2)s1	14	4	/	12	-18	/	/	4	-8
O=C(NCC12CC3CC(CC(C3)C1)C2)c1nc2ncccn2n1	-1	-8	8	26	-20	-2	4	-16	3
CC(=O)c1ccc(NC(=O)Nc2cccc(Cl)c2)cc1	62	-47	4	19	10	2	-2	/	-62
CCC(=O)Nc1ccc2nc(SCC(=O)N3CCCC3)sc2c1	-9	-27	6	-2	-3	1	6	13	8
O=C(Cn1cc([N+](=O)[O-])cn1)Nc1ccn(Cc2c(F)c(F)c(F)c(F)c2F)n1	-4	4	/	2	10	/	/	-7	6
COc1ccc(C2NC(=S)N3C(c4ccc(OC)cc4)NC(=S)N23)cc1 (stereo unspecified)	-3	-9	/	-4	-3	/	/	-11	1
Cc1ccc(S(=O)(=O)N2CCC(C(=O)N[C@@H](C)C(=O)Nc3ccc4c(c3)OCO4)CC2)cc1	-12	3	1	-8	-60	10	-7	5	9
COc1ccc(CNC(=O)C2CC(c3cccc([N+](=O)[O-])c3)=NO2)cc1 (stereo unspecified)	1	-28	/	11	-14	/	/	-2	2
Cn1c(=O)c2c(nc(SCCCO)n2Cc2ccccc2Cl)n(C)c1=O	/	-15	/	11	2	/	/	11	/
Cc1cccc(NC(=S)N/C(=N/S(=O)(=O)c2ccccc2)c2ccccc2)c1	-6	3	/	-11	-14	/	/	0	5
O=C(COc1ccc(Br)cc1)OCc1nnc(-c2ccccc2)o1	-10	-8	1	-8	-7	5[fluorescence artefact?]	-6[fluorescence artefact?]	11	10
Cc1cnc(NC(=O)c2ccc3c(c2)C(=O)N(Cc2ccco2)C3=O)s1	0	4	-8	16	-6	17	-5	-6	0
COc1ccccc1N1CCN(C(CNC(=O)c2ccc3c(c2)OCO3)c2cccnc2)CC1 (stereo unspecified)	8	/	-1	/	/	-11	-1	/	-8
CCn1c(SCC(=O)Nc2ccc(N3CCOCC3)cc2)nnc1-c1ccc(OC)cc1	4	-29	/	-24	-11	/	/	18	-4
CCS(=O)(=O)N1Cc2ccccc2CC1C(=O)N1CCN(c2cccc(C)c2C)CC1 (stereo unspecified)	9	-18	1	8	2	51*	-12	-3	-8

2 records picked at random from those above:
SMILES	sEH inhibitor	TNFa cytotox	Candida biofilm	VCAM1 TNFa inh	HUVEC tox IL1B	ERb SRC1 inh	Smad3 FoxH1 inh	F-actin modifier	sEH act
CC(=O)c1ccc(NC(=O)Nc2cccc(Cl)c2)cc1	62	-47	4	19	10	2	-2	/	-62
Cc1cccc(NC(=S)N/C(=N/S(=O)(=O)c2ccccc2)c2ccccc2)c1	-6	3	/	-11	-14	/	/	0	5

ERb SRC1 inh, what is marked active above
molecule,sEH inhibitor,VCAM1 TNFa inh,ERb SRC1 inh,Smad3 FoxH1 inh,F-actin modifier,sEH act
CCS(=O)(=O)N1Cc2ccccc2CC1C(=O)N1CCN(c2cccc(C)c2C)CC1 (stereo unspecified),9,8,51*,-12,-3,-8

New compounds follow:
SMILES	sEH inhibitor	TNFa cytotox	Candida biofilm	VCAM1 TNFa inh	HUVEC tox IL1B	ERb SRC1 inh	Smad3 FoxH1 inh	F-actin modifier	sEH act
Clc1ccccc1CSc1snnc1-c1ccccc1	-2	-22	/	-2	-37	/	/	25	5
CCOC(=O)Cn1c(-c2cccnc2Cl)nc2cc(C)c(C)cc21	10	-1	/	-10	-17	/	/	15	-8
CCn1cc(C(=O)OCc2ccccc2)c(=O)c2ccc(C)nc21	0	9	3	23	-9	7	6	-13	1
CCCCCN=C(C)c1c(O)c2ccccc2oc1=O	9	-30	1	12	2	2[fluorescence artefact?]	13	30	-8
CCn1cc(C(=O)N[C@H](C)c2ccccc2)c(=O)c2cc(F)c(N3CCN(C)CC3)cc21	3	-21	3	16	-136	0	9	8	-4
CCc1ccc(C(CC(=O)c2ccc(Cl)cc2)C(=O)O)cc1 (stereo unspecified)	-3	-16	/	6	-27	/	/	-8	5
c1ccc(Cc2nnc3sc(Nc4ccccc4)nn23)cc1	12	-9	4	7	-99	-4	6	8	-16
COc1ccc(C(=O)NCCn2cc(SCC(=O)Nc3nnc(C)s3)c3ccccc32)cc1	1	-14	5	2	7	26[fluorescence artefact?]	-4	-1	4
Cc1[nH]n(-c2ccc(F)cc2)c(=O)c1/C=N/c1sc2c(c1C#N)CCCC2	1	-14	/	-34	-8	/	/	-25	-1
O=C(CSC1=NCCS1)NC1CCCC1	-4	-1	6	18	-7	-7	11	-6	7
O=C(c1ccc([N+](=O)[O-])cc1)N(Cc1ccc(Cl)cc1Cl)N1C(=O)CCCC1=O	-13	9	-2	-20	25	-4	1	-14	11
CCc1cc2cc(C)ccc2nc1SCC(=O)Nc1cc(C)on1	-6	-3	7	-4	19	16[fluorescence artefact?]	-6	4	7
Nc1c(C(=O)C2CC2)sc2nc(-c3ccccc3)cc(C(F)(F)F)c12	3	-10	3	16	-8	0	33[fluorescence artefact?]	-4	0
COc1ccccc1OCCCn1c(=O)sc2ccccc21	-2	-34	3	-11	-35	1	2	13	6
Cc1cc(C)n(C(=O)CSc2ccc(Cl)cc2)n1	-13	-28	/	-1	-62	/	/	14	11
Cc1ccc(-c2cc(C(F)F)nc(N3CCC(C)CC3)n2)cc1	-13	0	/	15	5	/	/	8	16
Cc1cccc(C)c1NC(=O)CSc1ncnc2nc[nH]c12	-12	-5	/	-3	-7	/	/	8	10
O=C(c1cccs1)c1cn(CC(=O)N2CCc3ccccc3C2)c2ccccc12	-1	1	5	28	-14	2[fluorescence artefact?]	-6	-7	-2
Cc1nc(=O)c(-c2ccccc2)c(C)n1CCCO	-5	-16	2	2	-24	3	-4	2	3
Cc1ccc(Oc2nsnc2N2CCOCC2)cc1	-22	40	2	60	28	4[fluorescence artefact?]	-15	-7	18
COc1cc(OC)cc(C(=O)Nc2nc3ccccc3[nH]2)c1	-13	-11	2	14	-9	-4	-13	4	12
CCCCOC(=O)Nc1ccc(C(C)C)cc1	6	-19	-1	-32	-27	-13	2	-6	-3
CCN(C(=O)c1cccc(F)c1)c1ccccc1C	-5	-5	4	9	-12	3	-12	11	8
COC(=O)C1CC(=O)N(CCc2c[nH]c3ccccc23)C1 (stereo unspecified)	-3	-9	4	5	6	1	-5	-8	3
Clc1ccc(OCCn2ccnc2)c(Br)c1	-19	-29	2	16	5	-1	11	-12	13
COc1ccc(OCC(=O)Nc2ccccc2O)cc1	-5	-25	82*	14	-134	7	-3	4	4
COc1ccccc1/C=C/C=N/N1CCN(Cc2cccc3ccccc23)CC1	3	13	/	10	-57	/	/	16	-1
CC(C)=C(NC(=O)c1ccccc1)C(=O)NCCCC(=O)O	7	-18	2	-5	-5	-8	0	-25	-9
Cc1ccc(-n2c(Cc3cccs3)nnc2SCC(=O)Nc2ccc(S(N)(=O)=O)cc2)cc1	-5	-23	6	3	-31	-6	-3	25	4
O=C(CCCn1c(SCC(=O)c2ccc(F)cc2)nc2ccccc2c1=O)NCc1ccco1	-3	3	7	-9	-2	31	-5	4	2

As a working copy, four of the compounds above:
SMILES	sEH inhibitor	TNFa cytotox	Candida biofilm	VCAM1 TNFa inh	HUVEC tox IL1B	ERb SRC1 inh	Smad3 FoxH1 inh	F-actin modifier	sEH act
COc1ccccc1/C=C/C=N/N1CCN(Cc2cccc3ccccc23)CC1	3	13	/	10	-57	/	/	16	-1
CC(C)=C(NC(=O)c1ccccc1)C(=O)NCCCC(=O)O	7	-18	2	-5	-5	-8	0	-25	-9
Cc1ccc(-n2c(Cc3cccs3)nnc2SCC(=O)Nc2ccc(S(N)(=O)=O)cc2)cc1	-5	-23	6	3	-31	-6	-3	25	4
O=C(CCCn1c(SCC(=O)c2ccc(F)cc2)nc2ccccc2c1=O)NCc1ccco1	-3	3	7	-9	-2	31	-5	4	2

Next section
SMILES	sEH inhibitor	TNFa cytotox	Candida biofilm	VCAM1 TNFa inh	HUVEC tox IL1B	ERb SRC1 inh	Smad3 FoxH1 inh	F-actin modifier	sEH act
Nc1ccccc1Nc1ccccc1	-4	-20	5	6	23	4	6	7	3
COc1ccc(C2C3=C(CC(C)(C)CC3=O)Oc3ncn(Cc4ccco4)c(=N)c32)cc1 (stereo unspecified)	6	-28	4	-8	-63	-25	7	23	-6
Cc1c(C)n(C(=O)CN2CCC(C)CC2)c2ccccc12	5	5	6	17	-8	-8	-18	12	-2
Cc1ccc(NC(=O)CCC(=O)NNC(=O)c2cccs2)c(C)c1	-4	6	/	-1	-17	/	/	-4	6
c1ccc(SCc2nc(-c3cccnc3)no2)cc1	10	-10	7	8	-38	-28[fluorescence artefact?]	-11	-4	-7
Clc1ccc(-c2nc3ncccn3c2Nc2ccc3c(c2)OCCO3)cc1	0	5	/	-7	-44	/	/	35	0
Cc1cc(C)n2nc(-c3cnn(C)c3C(F)(F)F)c(Cl)c2n1	-5	-24	/	0	-15	/	/	10	4
